D2 PAM: positively modulates the human D2 dopamine receptor allosterically; HEK293 T-REx D2, calcium flux, EC20 dopamine potentiation; potentiation, % at 10 µM; 340,000 tested, 0.34% active;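 active = potentiation over 3 SD above the plate norm, cut at about 30% in these data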; note: 0% is about no effect
Target sequence (P14416 whole entry, looked up): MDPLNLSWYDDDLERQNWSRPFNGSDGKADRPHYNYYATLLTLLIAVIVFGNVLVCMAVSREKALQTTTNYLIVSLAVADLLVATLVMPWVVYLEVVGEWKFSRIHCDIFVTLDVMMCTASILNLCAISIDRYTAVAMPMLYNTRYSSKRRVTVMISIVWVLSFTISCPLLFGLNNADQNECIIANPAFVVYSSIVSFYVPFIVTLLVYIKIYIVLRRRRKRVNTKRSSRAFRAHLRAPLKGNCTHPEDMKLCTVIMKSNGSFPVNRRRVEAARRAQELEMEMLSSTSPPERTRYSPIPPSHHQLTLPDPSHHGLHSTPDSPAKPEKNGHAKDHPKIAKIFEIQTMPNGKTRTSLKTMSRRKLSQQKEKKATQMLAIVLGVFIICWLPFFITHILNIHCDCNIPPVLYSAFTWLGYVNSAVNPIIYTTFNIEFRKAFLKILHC
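Cells plated with tetracycline inducer and held overnight at 30 C; calcium dye loaded 30–90 min at room temperature; baseline taken, compound added and read 180 s; EC20 dopamine then added and read 180 s.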
D1 antag: antagonists of human D1 dopamine receptor. P21728. 360,000 tested, 3.2% active. AID 504652. activity change, negative = inhibition, % at 10 µM. HEK293 TREx D1 cells, calcium flux, dopamine EC80; stronger effect = lower value; in the data active = activity change below about -30%; note: % is set by controls: 0 for no effect and ±100 for the full control effect
Target sequence (P21728 whole entry, looked up): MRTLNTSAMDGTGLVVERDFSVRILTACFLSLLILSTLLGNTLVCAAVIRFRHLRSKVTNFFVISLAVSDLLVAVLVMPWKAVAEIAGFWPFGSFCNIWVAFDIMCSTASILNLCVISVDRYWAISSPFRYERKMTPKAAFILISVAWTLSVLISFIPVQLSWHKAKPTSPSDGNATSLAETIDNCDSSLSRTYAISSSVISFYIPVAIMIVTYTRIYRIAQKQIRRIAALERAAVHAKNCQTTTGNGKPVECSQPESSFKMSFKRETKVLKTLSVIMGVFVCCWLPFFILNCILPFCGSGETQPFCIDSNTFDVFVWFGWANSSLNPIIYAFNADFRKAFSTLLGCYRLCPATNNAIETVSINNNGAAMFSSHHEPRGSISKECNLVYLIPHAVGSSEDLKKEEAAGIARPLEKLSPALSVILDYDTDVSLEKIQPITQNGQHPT
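Compound effects on dopamine-evoked calcium signalling were measured in tetracycline-induced HEK293 Trex D1 cells. Dopamine at EC80 followed a 180 s compound pre-read, and fluorescence was tracked kinetically for 180 s more.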
D1 potentiator: human D1 dopamine receptor positive modulation; potentiation, % at 10 µM; 360,000 tested, 0.036% active; P21728; AID 504651; HEK293 TREx D1 cells, calcium flux, dopamine EC20 potentiation; in the data active = potentiation above about 30%; note: 0% is about no effect
Vif-A3F inh: blocks the Vif interaction with APOBEC3F; HeLa A3F-eYFP + Vif (tagged APOBEC3F with the HIV-1 protein that degrades it), YFP fluorescence increase; Potency, µM (series often up to 46.1 µM), for inactives: at the highest dose activity, negative = active; 390,000 tested, 0.2% active; note: potency is the fitted concentration of half-maximal effect; % of control where 0% means no effect; nearly all actives have a fitted effect of over 65% in size
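HeLa cells stably expressing A3F-eYFP plus Vif, plated and incubated overnight at 37 deg C, then exposed to compounds overnight at 37 deg C. Blocked degradation read as raised yellow fluorescence (Ex 488/Em 500-530).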
RXFP1 agonist: RXFP1 (human) receptor agonism; Q9HBX9; HEK293T-RXFP1 cAMP TR-FRET, 30 min; response scale: percent of porcine relaxin response, buffer zero; Potency, µM (top dose mostly 57.5 µM), for inactives: at the highest dose activation, usual class: activators; 370,000 tested, 0.3% active; AID 2676; note: potency is the fitted concentration of half-maximal effect; % is set by controls: 0 for no effect and ±100 for the full control effect; nearly all actives have a fitted effect of over 60% in size; many of its hits are not listed in these tables
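Agonist response is measured as cAMP accumulation in an RXFP1-transfected HEK293T line under PDE4 inhibition. Values are scaled between buffer-only and 29 nM porcine relaxin, and EC50s come from standard Hill equation fits.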
D1 agonist: human D1 receptor agonism | P21728 | HEK293 T-REx D1 cells, calcium flux, agonist mode | activation, % at 2 µM | 360,000 tested, 1% active | AID 504660; in the data active = activation above about 30%; note: 0% is about no effect
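Agonism was scored from calcium flux recorded over 180 s (1 read/s) after pintool compound addition, following a 10-cycle baseline. Cells were inducible force-coupled HEK293 TREx D1, plated overnight at 30 C and loaded with no-wash calcium dye.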
GRP78 ERSR act: induces the endoplasmic reticulum stress response in human glioma cells; Potency, µM, for the others: at the top dose activation, actives largely listed as activators; 420,000 tested, 0.02% active; U87-MG GRP78 promoter luciferase reporter, 16 h; note: potency is the fitted concentration of half-maximal effect; series mostly up to about 76 µM; % of control where 0% means no effect; nearly all actives have a fitted effect of over 35% in size
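Stably transfected U87-MG glioma cells carrying a GRP78-based luciferase sensor; 16 h compound incubation. Luminescence end-point read 10 min after Bright-Glo addition at room temperature.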
Vif-APOBEC3G blk: Vif-A3G binding inhibition. Q9HC16. HeLa A3G-eYFP + Vif (tagged APOBEC3G with the HIV-1 protein that degrades it), YFP fluorescence, overnight. Potency, µM (top dose mostly 46.1 µM), inactives show at the top dose activity, negative = active, most hits filed as inhibitors. 410,000 tested, 0.076% active;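 note: potency is the fitted concentration of half-maximal effect; % is set by controls: 0 for no effect and ±100 for the full control effect; nearly all actives have a fitted effect of over 60% in size; hits raise eYFP signal because A3G escapes Vif-driven loss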
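Read-out is eYFP fluorescence (Ex 488/Em 500-530) from Vif-expressing HeLa A3G-eYFP cells; more signal means A3G escaped Vif-mediated degradation. Cells plated overnight, compound pinned in, incubated overnight at 37 deg C.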
LDHA inh: LDHA (human) enzyme inhibition. purified LDHA, NADH/diaphorase-resazurin fluorescence; stronger effect = lower value. activity change, % (values are at about 110 or 230 µM). 480,000 tested, 0.15% active. AID 1347041; in the data active = activity change below about -30%; inconclusive = mostly about -25% to -30%;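 note: plate controls were DMSO wells for no effect and wells without enzyme for full effect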
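Remaining NADH was detected by diaphorase (0.133 mg/mL) converting 37 µM resazurin to fluorescent resorufin, read at 0 and 20 minutes. The preceding 5-minute room-temperature reaction used 2 nM LDHA, 0.2 mM sodium pyruvate and 0.06 mM NADH at pH 7.4.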
Numbers without * were called inactive; ? = inconclusive; / = no result given; & = joins results of further samples. Unless noted, calls come from the whole dose curve; as a rule, active = well fitted curve in the direction sought with a large enough effect; inconclusive = small, poorly fitted or top-dose-only effect, or another doubt; inactive = no such curve, though single readings can be large; an effect the other way counts as inactive or inconclusive.

D2 PAM	D1 antag	D1 potentiator	Vif-A3F inh	RXFP1 agonist	D1 agonist	GRP78 ERSR act	Vif-APOBEC3G blk	LDHA inh	compound
-4	3	-2	-11%	7.3%	23	6%	-11%	-5	Cc1ccc2nc(NCc3ccccc3)c(C=NCc3ccccc3)c(=O)n2c1
10	-3	-5	-4%	1.0%	21	0%	2%	2	CC(C)(C)c1ccc(OCc2ccc(C(=O)NCc3cccnc3)o2)cc1
7	0	-8	-10%	0.7%	4	0%	0%	-1	COc1ccc(NC(=O)C2CCN(c3ncnc4c3nc3n4CCCCC3)CC2)cc1Cl
/	1	0	-6%	0.2%	2	-6%	-10%	-2	NS(=O)(=O)c1ccc(NC(=O)CSC2=NC(=O)C(c3ccccc3)C(=O)N2)cc1 (stereo not drawn)
13	18	-2	-9%	0.2%	3	-3%	-9%	-1	CCOC(=O)C(C)Sc1nc2ccccc2c(=O)n1CC (stereo not drawn)
-6&-12	26&4	-1&-4	1%&3%	2.2%&3.4%	2&1	-1%&-3%	2%&-1%	0&2	CC1CCCCN1CCCNC(=O)Cn1ncc2c([nH]c3ccccc32)c1=O (stereo not drawn)
14	-5	-1	0%	0.2%	4	1%	-6%	-2	CCOC(=O)c1cc2cc(OC)ccc2[nH]1
5	-4	-5	-8%	-0.1%	5	-2%	-5%	5	O=C(NCc1ccccc1)N1CCC(n2cnc3cc(F)ccc32)CC1
8	-18	0	2%	-2.0%	1	-3%	-5%	-18	Cc1cc(C)n(-c2nncn2NC(=O)c2ccc(Cl)cc2O)n1
-5	-3	1	2%	1.0%	2	-5%	1%	-10	COc1cccc(C(=O)NC2CCN(CC(=O)Nc3cccc(C)c3C)CC2)c1
/	/	/	1%	/	/	-2%	2%	-4	COc1cc2nnn(-c3ccncc3)c2cc1OC
/	/	/	3%	/	/	-4%	2%	5	O=C(COC(=O)c1ccc([N+](=O)[O-])o1)NCCc1ccccc1
/	/	/	5%	/	/	-3%	1%	-2	C[C@@H]1COC(=O)[C@@H](CC(=O)OC(C)(C)C)C/C=C\C[C@@H](CC(=O)N[C@H](CO)Cc2ccccc2)C(=O)N1
-8	-9	-1	-9%	0.5%	-3	1%	2%	-7	Cc1oc(-c2cccc(Br)c2)nc1CN1CCC(C(=O)NCCc2ccc(Cl)cc2)CC1
/	/	/	2%	/	/	-1%	-2%	3	COc1cc(NS(=O)(=O)c2cc(NC(C)=O)ccc2OC)c(OC)cc1NC(=O)c1ccccc1
19	-3	-5	10%	15%	4	-2%	-3%	-5	Cn1c(/C(C#N)=C(\O)c2ccc(Br)s2)nc2ccccc21
/	-10	-2	-15%	1.6%	2	-5%	-4%	1	COc1ccccc1NC(=O)CN(Cc1ccccc1)S(C)(=O)=O
0	5	2	-1%	0.5%	1	-2%	0%	-3	O=C(CC1NCCNC1=O)Nc1cc(Cl)cc(Cl)c1 (stereo not drawn)
-8	-17	/	-3%	?	74*	-2%	-1%	-1	COc1cccc(CNC(=O)COC(=O)/C(C#N)=C/c2ccc(N(C)C)cc2)c1
/	/	/	7%	/	/	13%	-5%	0	C=CC[C@@H](CC(=O)N(CCO)Cc1ccccc1)C(=O)N[C@H](C)COC(=O)[C@@H](CC=C)Cc1ccc(F)cc1
-10	-17	1	5%	-5.7%	-1	-4%	-3%	-3	CCC(=O)N1CCc2cc(Br)cc(S(=O)(=O)N3CCCC(C(=O)NCc4ccc(OC)cc4)C3)c21 (stereo not drawn)
3	-1	0	/	3.8%	2	/	/	/	C[n+]1nc(Nc2ccccc2)sc1-c1ccc(C(=O)O)cc1
6	7	-1	1%	3.8%	2	-3%	2%	-2	CCN(Cc1ccccc1)C(=O)Cn1c(=O)n(-c2ccc(Cl)cc2)c(=O)c2c(C)c(C(=O)N(C)C)sc21
-6	15	-1	9%	2.2%	5	-2%	2%	-9	O=C(NCCCn1ccnc1)/C(=C/c1ccco1)NC(=O)c1cccs1
-7	13	0	7%	2.3%	2	-1%	2%	-3	N/C(=N\OC(=O)c1ccco1)c1ccc(Br)cc1
15	3	-5	0%	-1.8%	2	-7%	-5%	1	COc1ccccc1NC(=O)c1ccccc1Nc1ccccc1
/	-6	-7	-1%	-1.3%	-4	0%	2%	0	CCc1ccc(N2CCN(CCNC(=O)Nc3ccccc3)CC2)cc1
9	-12	0	1%	-1.8%	3	-1%	2%	1	CCOc1ccc(CCNc2ncnc3onc(-c4ccc(Cl)cc4)c23)cc1OCC
-10	10	-7	-7%	2.1%	4	-6%	-2%	-4	COc1ccc(S(=O)(=O)N2CCOC2CNC(=O)C(=O)NCc2ccccc2Cl)cc1 (stereo not drawn)
-3	7	-4	1%	1.3%	4	-1%	1%	-4	CC1CN(C(=S)Nc2ccc(SC(F)F)cc2)CC(C)O1 (stereo not drawn)
-10	13	0	18%	2.7%	3	-5%	0%	-3	Cc1c(-n2c(=O)n(Cc3ccccc3)c(=O)c3[nH]cnc32)cccc1S(C)=O (stereo not drawn)
3	21	6	3%	-1.6%	1	1%	-4%	-3	CCCN(Cc1cc2cc(C)ccc2[nH]c1=O)C(=O)c1ccccn1
4	8	0	10%	2.7%	2	-1%	0%	3	CCOc1ccc(NC(=O)/C=C/c2ccc(OC)cc2)c([N+](=O)[O-])c1
/	/	/	0%	/	/	-2%	-1%	-9	O=C(c1cccnc1)N(Cc1ccccc1)C(=O)c1cccnc1
3	-8	-3	-1%	3.4%	-2	-5%	2%	5	COc1cc(-c2nc(-c3ccccc3)c(-c3cccs3)[nH]2)cc(OC)c1OC
-2	-11	-12	4%	-0.1%	62*	-1%	-3%	-18	COc1cc(OC)c(CNC2CCCCCC2)cc1Br
14	-4	7	9%	-1.1%	2	1%	-14%	5	COc1cc(C(=O)Nc2cc3c(cc2N2CCCCC2)n(C)c(=O)n3C)cc(OC)c1OC
-2	-3	-4	-3%	0.6%	1	-5%	-2%	-10	COc1ccc(S(=O)(=O)Nc2nncs2)cc1
-10	4	3	6%	-0.5%	2	-1%	-1%	-7	CCCn1nnnc1SCC(=O)NC1CCCC1
-5	1	3	-20%	1.9%	1	0%	1%	-4	Nc1cc(=O)[nH]c(SCC(=O)NC2CCCc3ccccc32)n1 (stereo not drawn)
2	2	-1	-12%	1.3%	1	-2%	-8%	-3	Cc1ccc(C(C(=O)NC2CCCC2)N(Cc2ccco2)C(=O)CCC(=O)Nc2ccccn2)cc1 (stereo not drawn)
-11	12	-4	1%	0.6%	6	1%	-1%	-1	COc1ccc([N+](=O)[O-])cc1NC(=O)C(C)OC(=O)CN1C(=O)C2CC=CCC2C1=O (stereo not drawn)
-29	-10	-9	-28%	-0.3%	8	-3%	0%	-2	O=C1C2CCCN2C(=O)N1CCCN1CCN(c2cccc(Cl)c2)CC1 (stereo not drawn)
5	-13	-4	1%	0.8%	0	0%	2%	3&-18	O=C(Nc1sc2c(c1C(=O)O)CCC2)c1ccco1
11	-23	-6	9%	0.2%	-1	-14%&-11%	-27%	-3	O=C(N[C@@H](Cc1ccccc1)C(=O)CCl)OCc1ccccc1
-5	1	-3	1%	0.6%	1	-2%	-1%	1	CCOc1ccccc1NC(=O)/C(C#N)=C/c1cccnc1
/	/	/	-13%	/	/	-7%	3%	-9	CC(C(=O)OCC(=O)N1CCCCC1)N1C(=O)c2ccccc2C1=O (stereo not drawn)
-17	29	-2	-11%	0.0%	13	-1%	-11%	-13	Cc1cc(Cl)cc(C)c1OCCNCc1ccccc1
/	-13	-6	-15%	0.8%	3	-2%	-6%	-3	CC1=NN(c2nc(-c3ccc(C#N)cc3)cs2)C(=O)C1
1	1	-6	4%	0.5%	1	-3%	1%	-18	CCOC(=O)N1CCN(C(=O)C2CCN(Cc3ccc(OC)cc3OC)CC2)CC1

Other entries follow.
D2 PAM	D1 antag	D1 potentiator	Vif-A3F inh	RXFP1 agonist	D1 agonist	GRP78 ERSR act	Vif-APOBEC3G blk	LDHA inh	compound
/	/	/	-9%	/	/	2%	?	-6	O=C(N/N=C/c1ccc(Cl)cc1)c1ccc2nc[nH]c2c1
-1	5	-2	0%	2.2%	1	4%	0%	-7	COCCN(CCOC)S(=O)(=O)c1ccc(C(=O)Nc2nc(C)c(C(C)=O)s2)cc1
15	7	3	16%	0.8%	9	0%	-1%	2	COc1ccccc1OCc1nnc(SCC(N)=O)n1-c1ccccc1
-1	3	-5	-5%	-1.1%	8	-2%	-3%	6	O=C(Nc1ccccc1)OCCOc1cccc(Br)c1
3	14	-4	12%	0.1%	5	-4%	7%	-5	O=C(c1ccco1)N(Cc1ccccc1)c1cccc([N+](=O)[O-])c1
1	-7	3	-7%	1.3%	1	0%	0%	-1	Cc1c(NC(=O)c2cc(-c3ccc4c(c3)OCO4)on2)c(=O)n(-c2ccccc2)n1C

Some entries already given, limited to GRP78 ERSR act and LDHA inh.
mol	GRP78 ERSR act	LDHA inh
O=C(c1ccco1)N(Cc1ccccc1)c1cccc([N+](=O)[O-])c1	-4%	-5
Cc1c(NC(=O)c2cc(-c3ccc4c(c3)OCO4)on2)c(=O)n(-c2ccccc2)n1C	0%	-1

The list is partial. The share of hits here may be higher or lower than overall.
